Avidin bead fluor = avidin bead compound fluorescence profile; 220,000 tested, 0.38% active; AID 1775; fluorescence (KMESF) at 10 µM; Avidin beads, compound fluorescence 488/530 nm, flow cytometry; stronger effect = higher value; in the data active = fluorescence above about 47; also: inactives centre near 10
Mcl1 Noxa PPI = disrupts binding of human Mcl-1 to Noxa peptide. TR-FRET Mcl-1/Noxa peptide binding, 2 h. inhibition, % at 21.7 µM. 220,000 tested, 1.5% active;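 active = compounds that cut the protein-peptide binding signal by more than 50% relative to plate controls in a single-dose test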;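 also: His-tagged Mcl-1 with rhodamine Noxa BH3 peptide and terbium anti-His antibody; 0% = Mcl-1 plus Noxa peptide wells and 100% = peptide-only wells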
Target sequence (Q07820 whole entry, looked up): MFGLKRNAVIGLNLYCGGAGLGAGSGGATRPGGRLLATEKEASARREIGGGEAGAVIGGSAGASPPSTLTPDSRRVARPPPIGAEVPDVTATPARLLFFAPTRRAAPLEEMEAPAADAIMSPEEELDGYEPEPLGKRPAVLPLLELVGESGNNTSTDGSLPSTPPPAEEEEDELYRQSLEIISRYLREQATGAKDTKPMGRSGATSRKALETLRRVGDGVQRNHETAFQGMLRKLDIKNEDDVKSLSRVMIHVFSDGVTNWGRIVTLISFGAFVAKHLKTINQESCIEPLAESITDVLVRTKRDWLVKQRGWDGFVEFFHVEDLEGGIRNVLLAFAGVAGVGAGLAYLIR
Pf gamet viab = kills late stage P. falciparum gametocytes. P. falciparum stage V gametocytes, ATP luminescence, 24 h. inhibition, % at 10.9 µM. 150,000 tested, 0.065% active;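 active = inhibition above the mean plus 3 SD of compounds within the control limits, set per campaign, cut at about 38% in these data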;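 also: 0% = DMSO wells and 100% = medium only without gametocytes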
An asterisk follows results filed as active; & = joins results of further samples. These rows are one share of the data; the hit share may differ from the screen's.

SMILES	Avidin bead fluor	Mcl1 Noxa PPI	Pf gamet viab
CCCOc1ccc(N2C(=O)CC(N(CCc3ccc(OC)c(OC)c3)C(=O)c3ccccc3)C2=O)cc1 (centres undefined)	4	4	-14
Fc1ccc(NC(=S)N2CCc3[nH]c4ccccc4c3C2)cc1	9	15	-64
Cc1ccc(CN2C(=NC(=O)CCC(=O)O)SC3CS(=O)(=O)CC32)cc1 (centres undefined)	8	-8	3
CC1(C)CC2CC(C)(CN2/C=C2/CCCCC2=O)C1 (centres undefined)	7	-12	7
COc1ccc(CNC(=O)Cn2nnc3ccccc3c2=O)cc1	6	-4	-26
CCOC(=O)c1cn2nc(N3CCCC3)ccc2n1	8	7	1
CSc1nc(SCC(=O)NCC2CCCO2)c2c3c(sc2n1)CN(C)CC3 (centres undefined)	7	37	-9
C=CCn1c(O)c(N=NC(=O)C(O)c2ccccc2)c2ccccc21 (centres undefined)	5	29	3
O=C(O)C1CCCN1C(=O)OCC1c2ccccc2-c2ccccc21 (centres undefined)	7	3	15
Cn1cnnc1Sc1ccc(C(=O)OCC(=O)NCC(F)(F)F)cc1[N+](=O)[O-]	7	3	-18
Nc1ccccc1SC1CC(=O)N(c2ccc3c(c2)OCCO3)C1=O (centres undefined)	8	9	-13
COc1cc(/C=N/NC(=S)NCC2CCCO2)cc(OC)c1OC (centres undefined)	7	-6	-13
COc1ccc(NC(=O)CN(C)C2CCCCC2)cc1Cl	5	-7	1
CCS(=O)(=O)c1ccc(O)c(NC(=O)NC2CCCCC2)c1	10	-1	-2
COc1ccc(C(O)P(=O)(OC(C)C)OC(C)C)c(OC)c1 (centres undefined)	7	0	-8
COc1ccc(/C=N/NC(=O)c2sc3nc(C)cc(C)c3c2N)cc1	6	-2	-23
COCCCNC(=O)c1ccccc1-c1cc(C)no1	6	-4	24
CCOc1cccc(NC(=O)/C(C#N)=C/c2cccnc2)c1	8	14	-18
CCOC(=O)/C=C/C(=O)N1CCN(C(=O)/C=C/C(=O)OCC)CC1	7	8	17
Cc1cc(C)nc(NC(N)=S)n1	4	6	4
CC(NC(=O)c1cnccn1)c1ccc(S(N)(=O)=O)cc1 (centres undefined)	19	-20	6
N#CC(=C=[N-])c1nc2ccccc2nc1-[n+]1cccc(NC(=O)c2ccccc2)c1	6&7	5&6	3
CCCNC(=O)Nc1nc2ccccc2s1	11	-8	7
Cc1onc(-c2ccccc2Cl)c1C(=O)NC(=S)Nc1ccc(C(C)C)cc1	3	4	-10
Cc1onc(-c2c(Cl)cccc2Cl)c1NC(=O)NN(C)C	6	-18	3
Cc1ccc2oc(C(F)(F)C(F)F)cc(=O)c2c1	21	-13	12
Cc1cccc(N(Cc2cc3ccc(C)cc3[nH]c2=O)C(=O)c2ccco2)c1	3	3	9
CCCCCCN1C2=NCCCN2c2ccccc21	2	21	4
Cc1cc(C)cc(OCC(=O)N/N=C/c2ccccn2)c1	8	-13	-5
CCNC(=S)Nc1ccc(C)c(S(=O)(=O)Nc2ccccc2OC)c1	4	20	-8
CCSS(=O)(=O)c1cccc2cccnc12	11	-38	-7
O=C(CSc1n[nH]c(=O)n1-c1ccc2c(c1)OCCO2)Nc1ccccc1	4	3	-15
CCOc1ccc(NC(=S)NCc2ccc3c(c2)OCO3)cc1	9	20	-8
COC(=O)CCCCCNC(=S)Nc1ccc2[nH]c(=O)[nH]c2c1	7	8	-7
O=c1c2c3c(sc2[nH]c(=S)n1Cc1ccco1)CCC3	10	76*	-22
O=C(Nc1cccc2c1C(=O)NC2=O)c1ccccc1[N+](=O)[O-]	7	-3	-1
COc1cc2nc(NC(=O)c3ccco3)sc(=O)c2cc1OC	7	-11	13
Cc1ccc(S(=O)(=O)N2CCOCC2)cc1NC(=O)CNCc1ccccn1	8	5	-3
CC(C)Nc1nc2cccnc2s1	8	8	-5
COc1cc(/C=C2\SC(=S)N(NC(=O)c3ccncc3)C2=O)ccc1O	8	2	16
CN(C)c1cccc(C(=O)OCCNC(=O)c2cccc(S(=O)(=O)N3CCOCC3)c2)c1	6	-4	-1
CCOC(=O)c1cc(C#N)c(SCC(N)=O)[nH]c1=O	6	3	-3
O=C(O)COc1ccc(/C=N/NC(=O)Cc2ccc(Cl)cc2)cc1	3	10	-21
CCOc1ccc(Nc2nc(NCc3ccco3)nc(N)c2[N+](=O)[O-])cc1	14	14	3
O=C(Cn1nnc(N2CCCC2)n1)N/N=C/c1ccc(Cl)cc1	3	-8	5
c1ccc(CNc2nc(N3CCN(Cc4ccccc4)CC3)nc3ccccc23)cc1	9	19	-21
COc1ccc(Cl)cc1C(=O)NNC(=S)NC1CCCCC1	5	-73	-12
CC(NCc1ccccc1OC1CCCC1)c1ccccc1 (centres undefined)	10	-3	21

Structures listed so far printed as active in Mcl1 Noxa PPI.
| SMILES | Avidin bead fluor | Mcl1 Noxa PPI |
| --- | --- | --- |
| O=c1c2c3c(sc2[nH]c(=S)n1Cc1ccco1)CCC3 | 10 | 76* |

More records follow:
SMILES	Avidin bead fluor	Mcl1 Noxa PPI	Pf gamet viab
Cc1ccc2cc(C#N)c(SCC(=O)N3CCCC3)nc2c1	9	13	-9
CN1/C(=C\C(=O)COC(=O)c2ccc(O)cc2)C(C)(C)c2ccccc21	10	3	9
Cc1cccc(NC(=O)C(=O)C2C(=O)Nc3ccccc32)c1 (centres undefined)	12	1	5
O=C(O)COc1ccccc1/C=N/NC(=O)COc1ccc(-c2ccccc2)cc1	9	14	3
CCCN1CN(c2ccccc2)C(=S)N(c2ccccc2)C1	3	-18	6
N#C/C(=C(/O)c1cc2ccccc2o1)c1nc2ccccc2s1	9	16	-4
CCOc1ccc(N(CC(=O)Nc2ccc(C)cc2)S(=O)(=O)c2c(C)[nH]c(=O)[nH]c2=O)cc1	8	12	4
COc1ccc(/C=N/n2c(-c3cc(C)[nH]n3)n[nH]c2=S)cc1OC	9	8	-6
CCOc1ccc2nc(NC(=O)CC3Oc4ccccc4NC3=O)sc2c1 (centres undefined)	5	-1	23
NC(=O)NC(CC(=O)NCCCc1ccccc1)c1ccc(Cl)cc1 (centres undefined)	7	-5	7
CC(C)(C)c1csc(NNC(=O)c2ccc(Cl)cc2)n1	8	-67	-6
Cc1ccc(S(=O)(=O)N(C)C)cc1NC(=O)CCc1ccccc1	6	6	2

Nothing new here: an excerpt of the list.
SMILES	Avidin bead fluor	Mcl1 Noxa PPI	Pf gamet viab
COc1cc2nc(NC(=O)c3ccco3)sc(=O)c2cc1OC	7	-11	13
Cc1ccc(S(=O)(=O)N2CCOCC2)cc1NC(=O)CNCc1ccccn1	8	5	-3
CC(C)Nc1nc2cccnc2s1	8	8	-5
COc1cc(/C=C2\SC(=S)N(NC(=O)c3ccncc3)C2=O)ccc1O	8	2	16
CN(C)c1cccc(C(=O)OCCNC(=O)c2cccc(S(=O)(=O)N3CCOCC3)c2)c1	6	-4	-1
CCOC(=O)c1cc(C#N)c(SCC(N)=O)[nH]c1=O	6	3	-3
O=C(O)COc1ccc(/C=N/NC(=O)Cc2ccc(Cl)cc2)cc1	3	10	-21
CCOc1ccc(Nc2nc(NCc3ccco3)nc(N)c2[N+](=O)[O-])cc1	14	14	3
O=C(Cn1nnc(N2CCCC2)n1)N/N=C/c1ccc(Cl)cc1	3	-8	5
c1ccc(CNc2nc(N3CCN(Cc4ccccc4)CC3)nc3ccccc23)cc1	9	19	-21
COc1ccc(Cl)cc1C(=O)NNC(=S)NC1CCCCC1	5	-73	-12
CC(NCc1ccccc1OC1CCCC1)c1ccccc1 (centres undefined)	10	-3	21
Cc1ccc2cc(C#N)c(SCC(=O)N3CCCC3)nc2c1	9	13	-9
CN1/C(=C\C(=O)COC(=O)c2ccc(O)cc2)C(C)(C)c2ccccc21	10	3	9
Cc1cccc(NC(=O)C(=O)C2C(=O)Nc3ccccc32)c1 (centres undefined)	12	1	5
O=C(O)COc1ccccc1/C=N/NC(=O)COc1ccc(-c2ccccc2)cc1	9	14	3
CCCN1CN(c2ccccc2)C(=S)N(c2ccccc2)C1	3	-18	6
N#C/C(=C(/O)c1cc2ccccc2o1)c1nc2ccccc2s1	9	16	-4
CCOc1ccc(N(CC(=O)Nc2ccc(C)cc2)S(=O)(=O)c2c(C)[nH]c(=O)[nH]c2=O)cc1	8	12	4
COc1ccc(/C=N/n2c(-c3cc(C)[nH]n3)n[nH]c2=S)cc1OC	9	8	-6
CCOc1ccc2nc(NC(=O)CC3Oc4ccccc4NC3=O)sc2c1 (centres undefined)	5	-1	23

Carrying on.
SMILES	Avidin bead fluor	Mcl1 Noxa PPI	Pf gamet viab
O=C(NNc1cc(Cl)cc(Cl)c1)C1CCC1	6	2	13
O=C(N/N=C/c1ccc2ncccc2c1)c1cc(-c2cccs2)nc2ccccc12	6	13	-10
NC1=NC(c2ccccc2)N=C(Nc2ccccc2)N1 (centres undefined)	-4	-1	1
COc1cccc(/C=C/C(=O)Nc2ccc(N3CCOCC3)cc2)c1OC	12	8	-17
Cc1ccc(-c2c[n+]3c(n2-c2ccccc2)CCC3)cc1	8	-11	0
Cc1nn(-c2ccccc2)c(Cl)c1/C=N/NC(N)=O	6	-28	-15
Cc1cc(-c2onc(C)c2C(=O)N/N=C/c2ccccc2)no1	5	-3	-3
O=C(CSc1nnc2c(n1)[nH]c1ccccc12)Nc1ccc(N2CCOCC2)cc1	3	22	5
Cc1cc(C)cc(NS(=O)(=O)c2ccc(F)cc2)c1	4	16	1
CCCc1nnc(NC(=O)c2cccnc2)s1	8	1	9
Nc1ccc(N2CCCCC2)c(S(=O)(=O)Nc2ccccc2Cl)c1	7	36	5
COc1ccc(-c2cn[nH]c2-c2ccc(OCc3ccccc3)cc2O)cc1OC	8	-9	11
COc1ccccc1NC(=O)c1coc(=O)c(Br)c1	6	39	-15
COc1ccc(/C=C2\SC(=S)N(CCCC(=O)Nc3ccc(O)cc3)C2=O)cc1	5	-6	-1
O=C(Nc1c(S(=O)(=O)c2ccc(Cl)cc2)csc1Br)c1ccccc1Cl	6	3	-5
Cc1cc(/C=C2\NC(=O)NC2=O)c(C)n1-c1cccnc1	8	-2	-6
CCn1c(=N)n(CC(=O)c2ccc(Br)s2)c2ccccc21	2	-9	7
C/C=C(\C)C(=O)Nc1cccc(C2=NOC3(C2)C[C@H](C(N)=O)N(C(=O)CC#N)C3)c1 (some centres undefined)	10	17	-34
CN(C(=O)Nc1ccc(C(C)(C)C)cc1)C1CCCCC1	70*	8	-21
Cc1ccc(S(=O)(=O)N2CCN(CC(=O)N/N=C/c3ccccc3OCC(=O)O)CC2)cc1	7	3	-14
Cc1ccc(CNC(=S)N(C)C)cc1	7	-6	-10
Nc1ccc(Br)c[n+]1Cc1cccc2cccnc12	28	2	23
O=C(O)[C@H]1Cc2ccccc2CN1S(=O)(=O)c1ccc(F)cc1	7	-18	16
FC(F)(F)c1cnc(N2CCSCC2)c(Cl)c1	44	4	-3
Cc1ccc(C(=O)NNC2=Nc3cc([N+](=O)[O-])ccc3OC2)cc1	7	9	5
C/C(=C\c1cccs1)C(=O)c1c(C)cc(C)[nH]c1=O	10	4	0
Cc1nn(CCC#N)c(C)c1Oc1ccccc1O	8	1	-19
C=CCNC(=O)NC(=O)c1csc([N+](=O)[O-])c1	6	19	-3
Clc1cc(Cl)cc(CN2CCSCC2)c1	7	-9	2
O=C(CC(C(=O)O)c1ccccc1)c1cccs1 (centres undefined)	4	4	-10
CCc1cc(C(=O)Cc2nc3ccccc3s2)c(O)cc1OCC(=O)O	6	-12	22
COC(=O)c1sc(NC(=O)c2ccc([N+](=O)[O-])o2)c(C#N)c1C	6	26	19
NC(=O)N\N=C/C=C/C=C/c1ccc(F)cc1	6	-4	-14
COc1cc(/C=C2\SC(=O)NC2=O)ccc1Oc1ccc([N+](=O)[O-])cn1	8	-4	4
Cc1ccsc1/C=N/NC(=O)Cn1nc(C)c([N+](=O)[O-])c1C	4	-123	-18
CCC(C)(C)NC(=O)C(c1ccc(O)cc1)N(C(=O)Cn1nnc2ccccc21)c1ccc(NC(C)=O)cc1 (centres undefined)	7	13	-7
CCOC(=O)c1cnc2ccc(C)cn2c1=O	3	5	-26
CCOC(=O)c1cn[nH]c1NC(=S)Nc1ccc(OC)cc1	9	13	3
Cc1cccc(-c2n[nH]c(=S)n2/N=C/c2ccco2)c1	9	12	-10
Cc1cc(=O)oc2cc(O)c(N=Nc3ccccc3)cc12	6	15	14
CS(=O)(=O)CCSc1ncccc1C(=O)NCc1cccs1	5	18	12
CC1(C)CC(NCCC(c2ccccc2)c2ccco2)CCO1 (centres undefined)	6	-1	17
O=C(OCc1nc2ccccc2[n+]([O-])c1C(=O)c1ccccc1)c1cccnc1	8	-5	11
Cc1cc(C)c(N2C(=O)C3C4CC(=O)C(c5ccccc54)C3C2=O)c(C)c1 (centres undefined)	8	-3	-10
C=CCNC(=S)NNC(=O)c1cccnc1	6	-3	13
CCOc1ccc(/C=N/NC(=O)c2nnn(-c3nonc3N)c2COc2ccc(F)cc2)cc1	7	9	10
COC(=O)N/N=C(\C)c1cccs1	9	3	9
COc1ccc(-n2c(=S)[nH]c(=O)c3cccnc32)cc1	11	-7	-17
C/C(Cc1ccccc1)=N\NC(=O)CNC(=O)c1cccc(Cl)c1	6	-14	-18
c1ccc(Cn2ncc3c(Nc4ccccc4)ncnc32)cc1	7	5	-7
CC(C)(C)C(=O)Nc1ccc(-c2cc3cc(Cl)ccc3o2)cc1	7	-4	12
COC(=O)c1[nH]c(C)c(/C(O)=C2\C(=O)C(=O)N(CCN3CCOCC3)C2c2ccco2)c1C (centres undefined)	3	5	-24
O=C(NCc1cccc(Cl)c1)NC(=O)c1csc([N+](=O)[O-])c1	7	12	-11
COc1ccc(NC(=O)c2ccc(NC(=O)CSc3nccc(=O)[nH]3)cc2)cc1	9	7	7
COC(=O)C1C(O)=C(C=Nc2cccc3ccccc23)C(=O)CC1(C)C (centres undefined)	7	-1	1
Cc1ccc(-c2nn(CCC(=O)Nc3cccnc3)c(=O)c3ccccc23)cc1	6	12	6
